Cardiac RTF inh – cardiac RTF calcium desensitization; inhibition, % at 7.15 µM; 340,000 compounds, 0.12% hits; IANBD-labeled cardiac RTF, Ca2+ fluorescence; AID 493244; P19429+P45379;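 active = inhibition above the mean inhibition of all tested compounds plus 3 SD, cut at about 17% in these data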;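 note: assay run at fixed EC70 calcium of 1.6 mM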
NSD2 inh – blocks human histone methyltransferase NSD2. O96028. NSD2 peptide methylation, AlphaScreen, 120 min. inhibition, % at 12.5 µM. 310,000 compounds, 0.54% hits. AID 743445; in the data active = inhibition above about 50%
C-LANA FP – KSHV C-LANA DNA binding inhibition; inhibition, % at 9 µM; MBP-C-LANA/FAM-LBS DNA binding, fluorescence polarization; 340,000 compounds, 0.078% hits;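 active = highest replicate inhibition at or above 60% at 9 µM, even if other replicates fall short; inactive = all replicates below 60% inhibition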;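 note: 0% = neutral control wells and 100% = 4 µM acridine orange control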
Arrestin-AP2 inh – human beta-arrestin and AP2 interaction inhibition; FITC-arrestin peptide / GST-AP2 beads, flow cytometry; AP2 beta2 appendage carries R879A mutation; inhibition, % at 10 µM; 340,000 compounds, 0.31% hits;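 active = inhibition above a set limit, near 3 SD of compounds lacking own fluorescence, cut at about 54% in these data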;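 note: plate controls were DMSO wells for no effect and 5 µM unlabelled arrestin peptide for full effect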
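system = GST-tagged AP2 beta2-adaptin appendage (R879A) on 4 µm glutathione beads | reagent = FITC-labelled arrestin peptide probe, 50 nM final | schedule = compound with beads 12 min RT, then probe 1 h RT | signal = HyperCyt-sampled flow cytometry, FL1 channel, ex 488/em 535 nm | read-out = percent response from loss of bead-bound FITC fluorescence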
PvdQ inh – P. aeruginosa PvdQ acylase inhibition | purified PvdQ acylase, fluorescence plate reader | inhibition, % at 10 µM | 340,000 compounds, 0.063% hits | AID 488965; in the data active = inhibition above about 30%, passing the limit was not always enough; inconclusive = no clear call, values can overlap the other calls;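 note: 0% = vehicle neutral wells and 100% = reference inhibitor wells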
SR-BI DiI inh – mouse SR-BI HDL lipid transfer inhibition | Q61009 | ldlA[mSR-BI] CHO cells, DiI-HDL uptake fluorescence, 3 h | inhibition, % at 12.5 µM | 320,000 compounds, 0.96% hits;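 active = mean replicate inhibition of at least 70% and a set share of replicates each scoring 70 or more; inconclusive = meets just one of the two criteria; inactive = fails both criteria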;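 note: 0% = median of neutral control wells and 100% = median of positive control wells; values of inactives mirror those of a sister screen read the other way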
Target sequence (Q61009 whole entry, looked up): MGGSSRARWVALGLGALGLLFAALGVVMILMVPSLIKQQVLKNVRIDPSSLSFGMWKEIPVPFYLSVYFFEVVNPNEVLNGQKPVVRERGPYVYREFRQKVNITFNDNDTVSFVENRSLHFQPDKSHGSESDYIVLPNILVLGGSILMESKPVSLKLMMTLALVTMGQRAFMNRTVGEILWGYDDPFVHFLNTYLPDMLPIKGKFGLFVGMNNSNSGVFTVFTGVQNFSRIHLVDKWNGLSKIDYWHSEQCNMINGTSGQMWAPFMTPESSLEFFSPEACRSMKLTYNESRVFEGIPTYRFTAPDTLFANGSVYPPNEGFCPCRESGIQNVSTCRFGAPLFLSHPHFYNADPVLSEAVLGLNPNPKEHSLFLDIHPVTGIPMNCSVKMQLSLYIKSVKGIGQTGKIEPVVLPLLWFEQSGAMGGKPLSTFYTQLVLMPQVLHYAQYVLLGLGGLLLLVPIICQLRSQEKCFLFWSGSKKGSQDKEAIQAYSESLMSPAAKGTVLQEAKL
DAGLB inh – diacylglycerol lipase beta (human) inhibition; 340,000 compounds, 0.059% hits; AID 504411; HEK293T DAGLB membrane lysate, EnzChek fluorogenic substrate; Q8NCG7; inhibition, % at 5.17 µM; in the data active = inhibition above about 34%;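 note: 0% = enzyme with vehicle and 100% = wells lacking enzyme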
PKA-R2B act – PKA-R2B complex activation. P22694+P31323. PKA-R2B holoenzyme dissociation, Cy5-IP20 fluorescence polarization; R2B truncated from residue 108, S112A mutant; 0% DMSO only, 100% 113 µM cGMP. activation, % at 11.4 µM. 340,000 compounds, 0.079% hits;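 active = activation above a cutoff set at the mean over all compounds plus 3 SD, cut at about 18% in these data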;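 note: higher means more holoenzyme dissociation and a rise in polarization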
Keap1 Nrf2 FP – inhibitors of human Keap1-Nrf2 protein-protein interaction; inhibition, % at 9.4 µM; Keap1 Kelch-Nrf2 peptide fluorescence polarization, 1536-well; 340,000 compounds, 0.15% hits; in the data active = inhibition above about 12%; inconclusive = no clear call, values can overlap the other calls; inactive = below about 7.3%;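 note: human Keap1 Kelch domain with fluorescein labeled Nrf2 9mer peptide probe; 0% = neutral control wells and 100% = peptide positive control; higher means more block of Keap1 binding to Nrf2 peptide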
Target sequence (Q14145 whole entry, looked up, the tested form may be a part): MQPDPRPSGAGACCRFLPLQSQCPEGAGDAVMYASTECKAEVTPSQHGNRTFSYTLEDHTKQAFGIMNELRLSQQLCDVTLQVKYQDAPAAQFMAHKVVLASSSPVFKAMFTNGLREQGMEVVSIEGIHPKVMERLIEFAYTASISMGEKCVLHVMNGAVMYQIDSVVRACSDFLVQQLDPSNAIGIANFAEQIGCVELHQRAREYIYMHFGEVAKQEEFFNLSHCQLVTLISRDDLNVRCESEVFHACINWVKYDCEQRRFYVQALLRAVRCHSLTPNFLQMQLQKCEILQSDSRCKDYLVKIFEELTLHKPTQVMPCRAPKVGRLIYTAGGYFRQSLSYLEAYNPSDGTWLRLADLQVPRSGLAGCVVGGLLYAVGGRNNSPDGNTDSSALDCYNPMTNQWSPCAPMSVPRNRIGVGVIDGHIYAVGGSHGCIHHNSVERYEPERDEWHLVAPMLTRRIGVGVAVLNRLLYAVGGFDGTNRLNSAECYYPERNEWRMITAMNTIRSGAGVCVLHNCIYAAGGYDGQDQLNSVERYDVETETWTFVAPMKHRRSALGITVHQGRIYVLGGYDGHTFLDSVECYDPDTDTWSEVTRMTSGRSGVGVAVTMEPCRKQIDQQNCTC
SR-BI DiI-HDL act – SR-BI HDL lipid transfer activation; CHO ldlA[mSR-BI] cells, DiI-HDL uptake fluorescence, 3 h; 100 = double the neutral-control signal; activation, % at 12.5 µM; 320,000 compounds, 0.096% hits;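 active = mean replicate activation of at least 60% and every replicate at or above 60%; inconclusive = mean or all-replicate condition met, but not both; inactive = mean below 60% and not all replicates reaching 60%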;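 note: 0% = median plate neutral-control signal and 100% = twice that signal; values of inactives mirror those of a sister screen read the other way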
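material = CHO ldlA[mSR-BI] cells | medium = Ham's F12 with 0.5% BSA, HEPES 25 mM, pH 7.4 | reagent = fluorescent DiI-HDL, 10 µg/mL final | compound dosing = single-point compound dose | incubation = 3 h, 37 °C | measured by = bottom-read fluorescence, 550/595 nm | measure = HDL uptake via cellular fluorescence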
The depositor's hits bear a star; ? = inconclusive; nt = no result given; & = joins results of further samples. These rows are one share of the data, so the mix of outcomes need not match the whole.

SMILES	Cardiac RTF inh	NSD2 inh	C-LANA FP	Arrestin-AP2 inh	PvdQ inh	SR-BI DiI inh	DAGLB inh	PKA-R2B act	Keap1 Nrf2 FP	SR-BI DiI-HDL act
O=C(Cc1ccccc1)N1CCN(C2CCCC2)CC1	-3	-4	-0.5	-3	-2	-25	1	-7	1	25
CCOC(=O)C(NC(=O)C(Cc1ccc(N(CCCl)CCCl)cc1)NC(C)=O)C(C)C (stereo unspecified)	10	-3	-1.0	5	-3	-10	2	-1	4	10
O=c1[nH]c(=O)n(-c2ccccc2)c(O)c1N=Nc1ccc(Br)cc1	-4	0	-0.6	6	6	-11	0	-5	-1	11
N#CCP(=S)(c1ccccc1)c1ccccc1	-5	-1	1.8	18	7	-10	1	-4	-1	10
O=C1NC(=O)N(C2CCCCC2)C(=O)C1C1c2ccccc2C(=O)N1Cc1ccccc1 (stereo unspecified)	4	nt	-0.7	6	-14	-19	2	-4	-7	19
COc1ccc2c(c1)NP(=S)(Oc1ccccc1)N2 (stereo unspecified)	5	0	0.0	16	3	-11	0	-1	8	11
COc1ccc(-c2nn(CCC#N)cc2C(=O)NCc2ccccc2)cc1OC	-8	-3	2.1	-7	-6	6	-2	-16	-4	-6
O=C1NC(=O)C2(CCCC2)C(=O)N1	5	-2	0.7	2	-12	-18	0	8	1	18
CC(=NCCC1=CCCCC1)c1c(O)[nH]c(=O)[nH]c1=O	-5	-3	0.9	3	-7	-25	0	-1	4	25
COC(=O)C1=C(c2ccc(S(C)(=O)=O)cc2)C[C@@H]2CC[C@H]1N2C(=O)N1CCC(O)CC1	-5	nt	-0.2	28	-6	-21	-4	-5	2	21
CCCCn1c(O)c(C(C)=NCCCn2ccnc2)c(=O)[nH]c1=O	0	2	0.4	-12	1	1	-2	-8	-8	-1
CN1CCN(C(=O)COc2ccc(S(=O)(=O)Nc3ccc(F)cc3)cc2)CC1	-1	-1	2.2	-7	-10	6	4	-2	-1	-6
COc1ccc(CCNCc2ccc(F)cc2)cc1OC	-8	7	-2.0	26	7	-3	-1	-9	-1	3
CC(C)c1ccc(N2C(=O)CC(=O)NC2=O)cc1	-6	12	-0.3	-1	-1	7	5	-7	-4	-7
COc1ccc(C(=O)C2CCCN(Cc3ccccn3)C2)c(OC)c1 (stereo unspecified)	-7	-4	0.6	-1	-6	-7	1	-19	-5	7
CC1CCCC(NC(=O)COC(=O)c2cn(C)c3ccccc23)C1C (stereo unspecified)	-5	-2	1.3	-6	-10	-5	-4	-11	-4	5
O=C(Cc1ccccc1)N1CCN(Cc2cccc(Br)c2)CC1	9	-2	0.3	-5	-1	4	-2	6	3	-4
Clc1ccc(C(c2ccc(Cl)cc2)n2cc[n+](CC(OCc3ccc(Cl)cc3Cl)c3ccc(Cl)cc3Cl)c2)cc1 (stereo unspecified)	2	nt	-2.3	4	-11	-2	20	13	-5	2
O=C1CC(=O)N(c2cccc(F)c2)C(=O)N1	-10	0	-2.1	-11	-12	-1	-1	0	-3	1
Nc1nc(SCCC(F)=C(F)F)n[nH]1	-8	-2	1.6	12	0	-10	-1	7	0	10
CCN1CCN(Cc2cc3c(cc2[N+](=O)[O-])OCO3)CC1	-1	5	-1.4	34	2	-23	-1	-7	3	23
C[C@@H]1CC2C3CC=C4C[C@@H](O)CC[C@]4(C)C3CC[C@]2(C)[C@H]1O (stereo partly specified)	1	-1	0.6	8	-13	-15	3	-2	-8	15
Cn1c[n+](C)cc1C(O)c1ccccc1 (stereo unspecified)	-4&-6	-1&-2	-0.9&-0.4	-1&-7	-4&3	-22&2	0&0	-1&10	-2&-2	22&-2
CCN1CCN(CC(=O)c2c(C)n(Cc3ccccc3)c3ccc(OC)cc23)CC1	7	23	0.6	-5	-3	4	2	-10	1	-4
CC12CN3CC(C)(CN(C1)C31CCSCC1)C2=O	4	-1	0.8	6	-21	-25	-3	3	1	nt

Next section.
SMILES	Cardiac RTF inh	NSD2 inh	C-LANA FP	Arrestin-AP2 inh	PvdQ inh	SR-BI DiI inh	DAGLB inh	PKA-R2B act	Keap1 Nrf2 FP	SR-BI DiI-HDL act
COP(=O)(CC(=O)O)c1ccccc1 (stereo unspecified)	-6	0	0.5	-1	1	10	2	2	-3	-10
CN1CCN(C(=S)SCC(=O)Nc2ccc(Cl)cc2C(=O)c2ccccc2)CC1	9	5	0.8	22	4	32	-1	-4	0	-32
CCN(CC)c1ccc(N=Cc2c(O)n(Cc3ccco3)c(=O)[nH]c2=O)cc1	-51	0	20	-12	-12	nt	3	-7	-6	nt
O=C1NC(=O)C2(C(=O)N1)C(c1ccc(F)cc1)NC(=S)NC2c1ccc(F)cc1 (stereo unspecified)	9	-3	0.8	1	-4	-147	-1	-2	-4	?
CCCCS(=O)(=O)N1CCN(C(=N)N[N+](=O)[O-])CC1	nt	13	-0.3	5	2	-12	nt	nt	-1	12
NS(=O)(=O)c1ccc(-c2ccc(C=C3C(=O)NC(=O)NC3=O)o2)cc1	1	nt	-1.1	-8	7	-24	-1	-4	1	24
CC(=O)C1(O)CCC2C3CCC4=C(Cl)C(=O)CCC4(C)C3CCC21C (stereo unspecified)	-2	-5	2.6	19	0	17	-1	2	-1	-17
COc1ccc(OCC(=O)N2CCN(Cc3c[nH]c4ccccc34)CC2)cc1	-1	2	-0.9	-3	-25	-13	2	-6	-5	13
CC(=O)Nc1ccc(OC(=O)N(C)c2ccccc2)cc1	-8	0	0.2	-4	-8	-33	-7	10	0	33
CC(=O)c1c(O)n(-c2cccc(Cl)c2)c(=O)[nH]c1=O (tested in a mixture with another compound)	-3	-2	-0.7	-8	2	-2	1	4	-4	2
CCCNS(=O)(=O)c1ccc(OCC(=O)N2CCN(Cc3ccc4c(c3)OCO4)CC2)c(C)c1	-11	0	-0.5	0	-14	67	3	-2	-3	-67
CCCCn1c(NC(=O)c2ccc(Br)o2)c(C(=O)OCC)c2nc3ccccc3nc21	7	nt	4.7	8	-1	-2	-2	7	-7	2
CCC(=NCC1CCCO1)c1c(O)n(-c2ccccc2C)c(=O)[nH]c1=O (stereo unspecified)	-5	-3	-0.6	14	-7	-13	-1	4	-4	13
Cc1ccc(N2C(=O)NC(=O)/C(=C\C=C\c3ccco3)C2=O)cc1	-14	76*	0.1	7	-12	nt	1	9	-12	nt
COc1ccc(C(=O)c2nc3ccccc3n2C(C)C)cc1	-9	-4	1.5	25	-2	38	-3	1	6	-38
Cc1cccc(NC(=O)C(C)N2CC=C(c3ccccc3)CC2)c1 (stereo unspecified)	-6	-2	0.4	10	-22	1	-18	0	-2	-1
Cc1cc2c(cc1C)NP(=S)(c1ccccc1)N2	3	2	2.9	6	-16	10	-2	-6	-7	-10
C/C(CC(c1ccccc1)c1c(O)c2ccccc2oc1=O)=N\Nc1ccc([N+](=O)[O-])cc1[N+](=O)[O-] (stereo unspecified)	-11	7	-0.3	9	-2	nt	0	-2	-2	nt
Cc1cnc(NC(=O)CN2CCCCC2)s1	-3	0	-1.1	-1	-12	-14	1	-6	-3	14
COCCO[C@H]1CC[C@@]2(C)C(=CCC3C2CC[C@@]2(C)C3CC[C@]2(C)O)C1 (stereo partly specified)	1	0	0.3	13	-14	10	-3	2	-6	-10
Cc1ccc(-c2nn(Cc3ccccc3)cc2C=O)cc1C	-4	-2	1.1	-2	-9	26	-3	-5	-6	-26
Cc1ccc(CN2C(=O)CN=C(c3ccccc3)c3ccccc32)cc1	-7	1	0.7	2	-13	-7	-3	0	3	7
CC(=NCCC(c1ccccc1)c1ccccc1)c1c(O)n(C)c(=O)n(C)c1=O	-1	0	-0.1	11	-5	-14	-1	-1	-4	14
CCC(C)n1c(O)c(/C=N/Nc2ccccc2)c(=O)[nH]c1=S (stereo unspecified)	-5	6	0.4	-4	-10	7	11	-15	-1	-7
COc1ccc(C)cc1NC1=NC(C)(C)CS1	2	14	0.3	-11	-15	-4	0	5	-2	4

(further entries)
SMILES	Cardiac RTF inh	NSD2 inh	C-LANA FP	Arrestin-AP2 inh	PvdQ inh	SR-BI DiI inh	DAGLB inh	PKA-R2B act	Keap1 Nrf2 FP	SR-BI DiI-HDL act
Cc1oc(-c2ccccc2)nc1CN1C(=O)C(C)N=C(c2ccccc2F)c2cc(Cl)ccc21 (stereo unspecified)	-11	nt	-1.1	8	-15	68	-12	-7	-9	-68
COC(=O)C1=C(c2ccc(C(C)=O)cc2)C[C@@H]2CC[C@H]1N2C(=O)NC1Cc2ccccc2C1	-8	nt	0.0	-2	-7	-1	-2	0	-2	1
O=C(O)CCn1cc(C=C2C(=O)NC(=S)NC2=O)c(-c2ccccc2)n1	-9	3	0.1	-5	-9	-11	0	1	8	11
OCCOc1ccccc1	-5	nt	-0.4	13	1	-8	-2	-14	-5	8
O=c1[nH]c2ccccc2o1	2	nt	1.8	20	7	0	-2	-12	0	0
O=C(O)C(Cc1cnc[nH]1)NS(=O)(=O)c1ccc(Cl)cc1 (stereo unspecified)	-7	-6	-0.9	-6	-11	nt	-3	2	-8	nt
C[n+]1c2ccccc2nc2ccc(NCCO)cc21	2	101*	-4.1	26	8	-22	1	-4	-3	22
Cc1cccc(-n2c(O)c(C=Nc3ccc(Br)cn3)c(=O)[nH]c2=O)c1	-9	-3	-2.8	-26	-3	-19	2	2	-9	19
Cc1ncc(CN2CCCC(C(=O)c3cccc(OC(C)C)c3)C2)s1 (stereo unspecified)	6	0	-0.5	-5	-8	24	-3	0	-3	-24
CNC(=O)OCCc1nccn1C	-9	-1	1.1	1	-4	-19	2	-16	-2	19
CCC1CCC(C)N(N=O)C1 (stereo unspecified)	-12	-2	-0.1	-1	-7	-2	-1	5	-4	2
Cc1cccc(-n2c(O)c(/C=N/Nc3nc4c(c(=O)n(C)c(=O)n4C)n3C)c(=O)[nH]c2=S)c1	-10	2	-1.5	1	-1	-13	5	1	-1	13
O=[N+]([O-])c1ccc(Cl)c(Cl)c1Cl	-11	nt	-1.0	8	16	-6	-2	-2	1	6
O=c1[nH]c(=O)n(C2CCCCCC2)c(O)c1C=NCCCN1CCOCC1	-2	-1	0.4	21	6	-8	-1	-1	-4	8
CN(C)C(CNC(=O)Cc1c(Cl)cccc1Cl)c1ccccc1 (stereo unspecified)	-6	3	-0.3	10	9	-21	-3	3	-2	21
Nc1ncc2[nH]cnc2n1	0&-12	nt	0.3&-2.9	5&9	-5&3	-5&-20	0&2	6&6	-5&0	5&20
CN1Cc2ccccc2-n2nncc2C1	9	nt	-1.5	37	14	-1	-2	5	-3	1
Cc1ccccc1-n1c(-c2ccco2)nc2ccccc2c1=O	-5	0	-0.2	24	5	-12	0	-14	-2	12

High-throughput results as filed in PubChem BioAssay.
